High-throughput results from PubChem BioAssay.
bIAP inhibitor: intestinal alkaline phosphatase (bovine) inhibition; AID 1019; purified bovine IAP, CDP-star luminescence, 30 min; inhibition, % at 20 µM; 190,000 tested, under 10 active;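 active = over 50% inhibition of intestinal alkaline phosphatase at 20 µM in the single-dose screen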
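Assay system: bovine IAP enzyme; medium: DEA buffer 100 mM, pH 9.8, with MgCl2 1.0 mM, ZnCl2 0.02 mM; doses: 20 µM single dose; incubation: enzyme reaction for 30 min at room temperature; detection: CDP-star luminescence signal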
PPARg SRC-1 ag: promotes SRC-1 coactivator recruitment by human PPARgamma; P37231; activation, % at 8 µM; PPARgamma-SRC-1 coactivator recruitment biochemical assay; 0.41% of 200,000 active; AID 631; in the data active = activation above about 19%;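 also: 0% = DMSO and 100% = reference agonist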
Target sequence (P37231 whole entry, looked up): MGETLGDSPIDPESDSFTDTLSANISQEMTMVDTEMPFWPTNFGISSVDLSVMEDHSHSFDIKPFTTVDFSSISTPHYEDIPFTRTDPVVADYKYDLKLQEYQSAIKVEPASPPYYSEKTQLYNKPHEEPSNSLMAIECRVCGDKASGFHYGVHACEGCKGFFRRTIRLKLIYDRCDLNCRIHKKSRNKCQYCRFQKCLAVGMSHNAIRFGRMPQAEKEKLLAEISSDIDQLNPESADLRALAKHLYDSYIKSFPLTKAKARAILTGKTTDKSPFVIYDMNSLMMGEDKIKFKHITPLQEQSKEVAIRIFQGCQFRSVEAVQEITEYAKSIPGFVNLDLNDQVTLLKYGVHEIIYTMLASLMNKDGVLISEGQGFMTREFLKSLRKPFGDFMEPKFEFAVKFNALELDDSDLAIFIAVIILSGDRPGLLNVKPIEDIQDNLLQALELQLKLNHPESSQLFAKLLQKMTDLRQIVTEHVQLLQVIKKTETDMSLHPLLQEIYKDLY
TR-FRET SRC-2 ct: flags TR-FRET format artefacts in PPARgamma SRC-2 recruitment agonist screen | TR-FRET artefact counter-screen; hits give high values | TR-FRET ratio at 8 µM | 0.4% of 200,000 active; in the data active = TR-FRET ratio above about 2000; also: inactives centre near 1500
STAT1 inh: STAT1 signaling inhibition | inhibition, % at 5.5 µM | 0.35% of 200,000 active | NIH 3T3 STAT1-luciferase reporter, IFN-gamma, luminescence;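 active = inhibition above a set limit, the mean inhibition across all tested compounds plus 3 SD, cut at about 34% in these data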;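 also: 0% = IFN-gamma with DMSO and 100% = IFN-gamma with 300 µM nifuroxazide; values of inactives mirror those of a sister screen read the other way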
STAT3 inh: reduces IL-6 driven STAT3 reporter signal; inhibition, % at 5.5 µM; 0.89% of 190,000 active; U3A cells, IL-6 STAT3-luciferase reporter, luminescence; host cell line lacks STAT1; AID 862;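 active = inhibition above the mean inhibition across all screened compounds plus 3 SD, cut at about 44% in these data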;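 also: 0% = DMSO only wells and 100% = 100 µM nifuroxazide control wells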
PPARg SRC2 recr: PPARgamma-driven SRC-2 recruitment agonism. P37231. PPARgamma LBD-SRC-2 recruitment, biochemical. activation, % at 8 µM. 0.34% of 200,000 active; in the data active = activation above about 22%;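 also: 0% = vehicle and 100% = reference agonist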
ROMK primary: modulators of human ROMK potassium channel | Tet-inducible ROMK, thallium flux fluorescence; actives lie on both sides | B-score at 10 µM | 2% of 130,000 active | AID 1918 | P48048;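 active = signal ratio slope over the read window, or its plate-corrected B-score, at least 3 SD from the plate mean, either direction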;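 also: B-score of the F/F0 ratio slope over 7 to 12 s after thallium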
bIAP activator: increases bovine intestinal alkaline phosphatase activity. 0.17% of 200,000 active. purified bovine IAP, CDP-star luminescence, 30 min; hits give high values; fold of DMSO-control signal, blank-subtracted. activation factor at 20 µM;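 active = activation factor of 2 or more at 20 µM, a signal rise over negative controls twice the positive control's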
PPARg SRC-3 ag: promotes SRC-3 coactivator recruitment by human PPARgamma | activation, % at 8 µM | P37231 | 0.26% of 200,000 active | biochemical PPARgamma/SRC-3 coactivator recruitment assay | AID 731; in the data active = activation above about 23%;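 also: 0% = DMSO and 100% = reference agonist; some compounds past the cut are filed as inactive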
TNAP act hi DEA: increases human TNAP activity under high phosphate acceptor concentration; P05186; purified TNAP, CDP-star luminescence, 1 M DEA, 30 min; hits give high values; 0 = EDTA background, 1 = DMSO-only activity; activation factor at 20 µM; 200,000 tested, under 10 active; AID 1136;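 active = activation factor at least 2 at 20 µM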
Target sequence (P05186 whole entry, looked up): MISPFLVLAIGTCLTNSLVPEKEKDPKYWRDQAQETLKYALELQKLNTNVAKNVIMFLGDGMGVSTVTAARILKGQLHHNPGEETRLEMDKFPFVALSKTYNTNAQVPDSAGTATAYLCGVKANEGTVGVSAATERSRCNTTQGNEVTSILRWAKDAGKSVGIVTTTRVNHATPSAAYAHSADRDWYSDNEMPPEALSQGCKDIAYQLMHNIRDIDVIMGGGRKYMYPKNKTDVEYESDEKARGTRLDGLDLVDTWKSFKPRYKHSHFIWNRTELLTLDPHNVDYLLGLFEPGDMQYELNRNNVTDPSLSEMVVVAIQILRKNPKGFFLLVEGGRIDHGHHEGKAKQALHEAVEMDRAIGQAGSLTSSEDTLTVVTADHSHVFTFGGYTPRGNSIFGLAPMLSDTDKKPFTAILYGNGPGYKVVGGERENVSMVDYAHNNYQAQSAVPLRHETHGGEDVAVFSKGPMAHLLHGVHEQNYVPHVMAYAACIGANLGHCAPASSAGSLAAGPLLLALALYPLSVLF
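Dosing: 20 µM single point. System: human TNAP. Amount: TNAP 1/800 final. Incubation: 30 min, room temperature. Read-out: TNAP activation factor scaled between EDTA and DMSO control wells. Signal: luminescence from CDP-star hydrolysis. Medium: 1 M DEA, pH 9.8, Mg2+, Zn2+. Control set: EDTA negative control, DMSO positive control.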
STAT3 act: increases IL-6 driven STAT3 reporter signal; U3A cells, IL-6 STAT3-luciferase reporter, luminescence; 100% = signal with IL-6 EC80 alone; activation (% of control), % at 5.6 µM; 0.91% of 190,000 active;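 active = activation above the screen-wide mean of compound activation plus 3 SD, cut at about 130% in these data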;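 also: 0% = background luminescence of wells with medium and substrate only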
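Material: human U3A cells carrying STAT3-luciferase construct. Measured by: reporter luminescence signal. Timing: compound 1 h, then IL-6 6 h at 37 °C.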
Starred values were filed as active, the others as inactive; . = no result given.

1. Cn1c(CSCc2ccc(Cl)c(Cl)c2)n[nH]c1=S
2. CCOC(=O)Cn1c(=NC(=O)CSC(C)=O)sc2ccccc21
3. Cc1csc(NC(=O)CSc2ccc3nnc(-c4ccncc4)n3n2)n1
4. CCOC(=O)CC(NS(=O)(=O)Cc1ccccc1)c1ccc(C)cc1 (stereo unspecified)
5. Nc1ccc(C(=O)OCc2nc3c(ccc4ccccc43)[nH]2)cc1
6. COc1ccc2c(c1)C=C(CN1CCC(CO)(CCc3ccccc3)CC1)CO2
7. CCC(C)NC(=O)CSc1ccc(Cl)cc1 (stereo unspecified)
8. Cc1ccc(Cl)cc1N(CC(=O)Nc1cccc(N(C)S(C)(=O)=O)c1)S(C)(=O)=O
entry no.,1,2,3,4,5,6,7,8
bIAP inhibitor,6,16,-12,6,13,11,6,-14
PPARg SRC-1 ag,-3,12,4,3,-9,0,5,-3
TR-FRET SRC-2 ct,1627,1628,1572,1540,1424,1443,1565,1497
STAT1 inh,6,-18,13,-6,-53,-2,0,15
STAT3 inh,3,-11,2,2,-39,-15,3,-22
PPARg SRC2 recr,-6,1,-3,-6,7,-3,1,-1
ROMK primary,.,.,-0.25,0.42,-0.31,-0.74,.,-0.03
bIAP activator,0.9,0.8,1.1,0.9,0.9,0.9,0.9,1.1
PPARg SRC-3 ag,-6,2,5,-1,-3,2,2,-4
TNAP act hi DEA,1,0.9,1,1,1.1,1.1,1.1,1
STAT3 act,100,108,107,100,136*,115,99,127

9. COc1ccc2c(c1)NC(c1cc(Cl)cc(Cl)c1O)c1cccn1-2 (stereo unspecified)
10. O=C(COc1nc2ccccc2nc1N1CCOCC1)Nc1cccc(S(=O)(=O)N2CCCCC2)c1
11. Cc1c(C(=O)C(=O)NCc2ccco2)c2ccccc2n1C
12. CSc1ccccc1C(=O)N1CCN(c2ncccn2)CC1
13. CC(C)(CN1CCCCC1)NS(=O)(=O)c1ccc(Cl)cc1
14. COc1ccc(-c2nn(-c3ccccc3)cc2/C=C\C(=O)Nc2ccc(C(=O)O)cc2)cc1
15. FC(F)(F)c1ccc(/C=N/NC(=S)NC2CCCCC2)cc1
16. Cc1noc(C)c1CC(=O)N1CCCC(C(=O)c2ccc(C(C)(C)C)cc2)C1 (stereo unspecified)
entry no.,9,10,11,12,13,14,15,16
bIAP inhibitor,8,6,0,-10,23,-13,5,-1
PPARg SRC-1 ag,5,7,1,6,-2,8,-7,8
TR-FRET SRC-2 ct,1642,1663,1415,1733,1517,1538,1518,1689
STAT1 inh,-1,11,-6,10,-3,-5,-7,-3
STAT3 inh,-3,30,18,12,2,1,4,9
PPARg SRC2 recr,12,2,7,11,0,7,-3,3
ROMK primary,0.36,.,-1.2,1.1,-0.48,1.7,-0.054,0.22
bIAP activator,0.9,0.9,1,1.1,0.8,1.1,0.9,1
PPARg SRC-3 ag,4,4,4,2,-1,6,-3,9
TNAP act hi DEA,1,1,1,1,1,1.1,1,1.1
STAT3 act,108,77,89,94,102,102,103,96

17. CC(C)CNC(=S)NC1CC2CCCC(C1)N2C1CCCCC1 (stereo unspecified)
18. Cc1ccc(NC(=O)OCC(F)(F)C(F)F)cc1NC(=O)OCC(F)(F)C(F)F
19. Clc1ccccc1N1CCN(c2ncnc3nc[nH]c23)CC1
20. O=C(O)c1cc(-c2ccccc2)n(-c2ccccc2)n1
21. CCOc1ccccc1NC(=O)C(OC(=O)c1ccccc1NS(=O)(=O)c1cccs1)c1ccccc1 (stereo unspecified)
22. O=C(c1cccs1)C1CCCN(Cc2nc(Cc3ccccc3F)no2)C1 (stereo unspecified)
23. CCN(CC)C(=O)CNc1ccc(C(F)(F)F)cc1[N+](=O)[O-]
24. O=S(=O)(c1ccccc1)c1cnn2c(C(F)(F)F)cc(-c3ccccc3)nc12
entry no.,17,18,19,20,21,22,23,24
bIAP inhibitor,0,36,-13,-2,.,-4,13,0
PPARg SRC-1 ag,8,8,7,6,1,3,0,2
TR-FRET SRC-2 ct,1693,1526,1437,1708,1712,1558,1550,1466
STAT1 inh,-3,-1,37*,-6,1,11,9,1
STAT3 inh,6,-4,25,2,-2,17,0,2
PPARg SRC2 recr,16,-4,-4,10,7,4,-1,3
ROMK primary,-3.3,-1,.,.,0.93,-0.56,0.68,.
bIAP activator,1,0.6,1.1,1,0.3,1,0.9,1
PPARg SRC-3 ag,4,-6,4,3,5,6,-4,0
TNAP act hi DEA,1,1,1,1.1,1,1.1,1,1
STAT3 act,102,108,80,102,105,89,101,107

25. Cc1c(C#N)c2ccccc2n1CC(=O)N1CCc2ccccc2C1
26. CCCCn1c(SCC(=O)N2CCOCC2)nnc1-c1cccs1
27. O=c1[nH]c(SCc2cccc(F)c2)nc2c1CCCC2
28. O=C(CCN1C(=O)/C(=C\c2cccs2)SC1=S)Nc1nccs1
29. CCOC(=O)N1CCC(N2C(=O)c3ccccc3C2Nc2ccc(S(=O)(=O)N(CC)CC)cc2)CC1 (stereo unspecified)
30. CC1(C)CN(c2cccc(-c3ccnc4ncnn34)c2)C1=O
31. Cc1ccsc1C(=O)OCC(=O)NCCC1=CCCCC1
32. Cc1ccc2cc(C#N)c(NCCNC(=O)C3CCC3)nc2c1C
entry no.,25,26,27,28,29,30,31,32
bIAP inhibitor,16,3,2,13,-13,-15,-2,0
PPARg SRC-1 ag,8,4,-2,6,4,1,-2,2
TR-FRET SRC-2 ct,1635,1677,1565,1661,1539,1483,1765,1570
STAT1 inh,4,3,11,1,0,14,-8,-8
STAT3 inh,-11,-2,-2,-10,1,11,1,22
PPARg SRC2 recr,-2,6,0,0,10,-1,-5,-5
ROMK primary,.,0.015,-0.1,0.27,0.17,0.86,.,-1.2
bIAP activator,0.8,1,1,0.9,1.1,1.1,1,1
PPARg SRC-3 ag,-2,3,-3,-2,3,3,1,-9
TNAP act hi DEA,1,1,1,0.9,1,1,1,1.1
STAT3 act,108,107,105,106,103,91,99,83

33. COCCCn1c(=O)/c(=C\c2ccccc2OC(F)F)s/c1=C(/C#N)C(=O)N1CCOCC1
34. COc1ccccc1C(=O)C1CCCN(C(=O)c2cc(CC(C)C)nc(C)n2)C1 (stereo unspecified)
35. NC(=O)c1sc2nc3c(cc2c1N)CCC3
36. COc1ccc(-c2nc(CS(=O)CC(=O)NCc3ccc4c(c3)OCO4)c(C)o2)cc1 (stereo unspecified)
37. COc1ccc(NC(=O)c2ccc(COc3ccccc3Br)o2)cc1OC
38. Cc1ccc(S(=O)(=O)CC(=O)Nc2nc(-c3ccccc3)cs2)cc1
39. Cc1cc(C)c(-c2csc(Cc3nc(-c4cc5ccccc5oc4=O)cs3)n2)cc1C
40. C=CCn1c(SCc2nc3ccccc3c(=O)[nH]2)nnc1-c1cc2cc(Cl)ccc2o1
entry no.,33,34,35,36,37,38,39,40
bIAP inhibitor,-10,-8,-8,-4,-6,17,4,3
PPARg SRC-1 ag,1,6,4,11,0,-2,-5,0
TR-FRET SRC-2 ct,1539,1535,1726,1501,1710,1468,1737,1674
STAT1 inh,6,-1,-10,2,7,-11,4,1
STAT3 inh,8,1,26,0,15,-1,26,0
PPARg SRC2 recr,2,13,6,11,9,5,6,6
ROMK primary,-0.0082,0.043,0.91,.,.,-1.4,-0.11,-0.16
bIAP activator,1.1,1.1,1.1,1,1.1,0.8,1,1
PPARg SRC-3 ag,-2,2,0,7,8,2,2,15
TNAP act hi DEA,1,1,1,1.1,1.1,1,1,1
STAT3 act,93,103,83,108,92,107,81,103

41. COc1ccccc1CNCC(=O)N1CC(=O)Nc2ccccc21
42. O=C(CNC(=O)c1ccccc1)NCC1COc2ccccc2O1 (stereo unspecified)
43. COc1ccc(C(CNC(=O)c2ccc(N3CCCC3=O)cc2)N(C)C)cc1 (stereo unspecified)
44. CCN(CC)CCN(Cc1cc2ccc(C)cc2[nH]c1=O)C(=O)Nc1ccc(Cl)cc1
45. CC(=O)Nc1ccc(S(=O)(=O)Nc2ccc(S(=O)(=O)N3CCCCCC3)cc2)cc1
46. CC(=O)Nc1sc(N/N=C\c2ccccc2)nc1-c1cccs1
47. CSc1ccccc1C(=O)C1CCCN(S(=O)(=O)c2c(C)noc2C)C1 (stereo unspecified)
48. CCCn1c(O)c(/C=C2\C=NN=C2c2ccccc2)sc1=S
entry no.,41,42,43,44,45,46,47,48
bIAP inhibitor,-1,4,16,-4,8,-3,-8,4
PPARg SRC-1 ag,6,5,-1,2,0,2,-5,-10
TR-FRET SRC-2 ct,1457,1554,1410,1471,1690,1482,1682,1564
STAT1 inh,5,2,0,-3,-1,-4,2,-9
STAT3 inh,7,-13,17,-7,11,-48,-4,14
PPARg SRC2 recr,-1,11,4,-2,-2,10,-1,-7
ROMK primary,0.026,0.77,.,-0.48,.,0.35,0.066,-1.3
bIAP activator,1,1,0.8,1,0.9,1,1.1,1
PPARg SRC-3 ag,9,-3,1,-4,1,2,7,0
TNAP act hi DEA,1.1,1.1,1.1,1,1,1,1,1
STAT3 act,100,112,89,107,95,140*,103,94

Molecules listed so far containing a thiophene ring, fused or not:
21. CCOc1ccccc1NC(=O)C(OC(=O)c1ccccc1NS(=O)(=O)c1cccs1)c1ccccc1 (stereo unspecified)
22. O=C(c1cccs1)C1CCCN(Cc2nc(Cc3ccccc3F)no2)C1 (stereo unspecified)
26. CCCCn1c(SCC(=O)N2CCOCC2)nnc1-c1cccs1
28. O=C(CCN1C(=O)/C(=C\c2cccs2)SC1=S)Nc1nccs1
31. Cc1ccsc1C(=O)OCC(=O)NCCC1=CCCCC1
35. NC(=O)c1sc2nc3c(cc2c1N)CCC3
46. CC(=O)Nc1sc(N/N=C\c2ccccc2)nc1-c1cccs1
entry no.,21,22,26,28,31,35,46
bIAP inhibitor,.,-4,3,13,-2,-8,-3
PPARg SRC-1 ag,1,3,4,6,-2,4,2
TR-FRET SRC-2 ct,1712,1558,1677,1661,1765,1726,1482
STAT1 inh,1,11,3,1,-8,-10,-4
STAT3 inh,-2,17,-2,-10,1,26,-48
PPARg SRC2 recr,7,4,6,0,-5,6,10
ROMK primary,0.93,-0.56,0.015,0.27,.,0.91,0.35
bIAP activator,0.3,1,1,0.9,1,1.1,1
PPARg SRC-3 ag,5,6,3,-2,1,0,2
TNAP act hi DEA,1,1.1,1,0.9,1,1,1
STAT3 act,105,89,107,106,99,83,140*
